Screening results as filed in PubChem.
KB-3-1 tox – kills parental KB-3-1 adenocarcinoma cells. KB-3-1 viability, CellTiter-Glo ATP luminescence, 72 h. Potency, µM (series often up to 46.1 µM), inactives show at the highest dose activity change, negative = cytotoxic, usual class: cytotoxic. 400,000 compounds, 1.4% hits; also: potency is read from the fitted curve at half-maximal effect; % is scaled to controls: 0 for no effect and ±100 for the full control effect; nearly all actives have a fitted effect of over 60% in size
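Cytotoxicity in the drug-sensitive parental line KB-3-1 was scored as loss of CellTiter-Glo luminescence following 72 h incubation with compound. Values come from curve fitting of normalized concentration-response data.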
D3 ag – agonists of human D3 dopamine receptor; D3R DiscoveRx beta-arrestin cells, luminescence, 90 min; max activation, %; 410,000 compounds, 0.58% hits; AID 652048; in the data active = max activation above about 30%; also: 0% is about no effect; mostly tested at two doses, the higher about 12 µM
Target sequence (P35462 whole entry, looked up): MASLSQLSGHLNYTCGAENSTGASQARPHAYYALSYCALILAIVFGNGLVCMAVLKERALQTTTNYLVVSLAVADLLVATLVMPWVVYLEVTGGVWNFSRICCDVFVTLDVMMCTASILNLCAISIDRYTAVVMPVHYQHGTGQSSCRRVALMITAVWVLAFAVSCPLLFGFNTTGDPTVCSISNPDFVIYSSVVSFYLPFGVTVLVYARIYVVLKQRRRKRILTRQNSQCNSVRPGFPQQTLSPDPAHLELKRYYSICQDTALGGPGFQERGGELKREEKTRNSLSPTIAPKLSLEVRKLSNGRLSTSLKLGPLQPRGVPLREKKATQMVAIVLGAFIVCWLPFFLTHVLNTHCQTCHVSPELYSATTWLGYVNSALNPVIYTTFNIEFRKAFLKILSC
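Agonist mode: compounds and dopamine controls were applied to plated cells for 90 min at 37 degrees C after an overnight attachment at 1500 cells/well. Luminescent read-out followed 30 - 60 minutes at room temperature with DiscoveRx detection reagent.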
HT1080NT lethal – kills 2HG-producing HT-1080-NT fibrosarcoma cells; HT-1080-NT fibrosarcoma viability, CellTiter-Glo ATP luminescence, 48 h; Potency, µM (highest dose often 46.1 µM), for the others: at the top dose activity, negative = less viability, hits mostly cytotoxic; 360,000 compounds, 1.6% hits; AID 686970;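 also: NT is the 2HG producing partner of a matched IDH1 knockdown line; potency is read from the fitted curve at half-maximal effect; 0% = DMSO-treated cells and -100% = media-only wells without cells; nearly all actives have a fitted effect of over 55% in size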
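Luminescent CellTiter-Glo readout after 48 hours of compound exposure at 37 degrees C defined viability of HT-1080-NT cells. Activity was normalized to DMSO wells and cell-free media wells; concentration-response curves were fitted and assigned curve classes.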
MCF10A rereplic – DNA re-replication induction in MCF 10a cells; MCF 10A DNA re-replication, Hoechst nuclear intensity, 48 h; Potency, µM (series often up to 46.1 µM), inactives show top-dose activity, positive = re-replication, actives largely listed as activators; 350,000 compounds, 2.9% hits; AID 624296; also: potency is read from the fitted curve at half-maximal effect; % of control where 0% means no effect; nearly all actives have a fitted effect of over 50% in size
KB-V1 MDR tox – kills drug-selected multidrug resistant KB-V1 cells; KB-V1 MDR cells viability, CellTiter-Glo, 72 h; 400,000 compounds, 3.4% hits; Potency, µM (top dose mostly 46.1 µM), for the others: at the highest dose activity change, negative = cytotoxicity, most hits filed as cytotoxic; also: potency is read from the fitted curve at half-maximal effect; % is scaled to controls: 0 for no effect and ±100 for the full control effect; nearly all actives have a fitted effect of over 60% in size
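Drug-selected KB-V1 cells, grown in DMEM lacking phenol red with 10% FBS, receive compound titrations; after three days at 37 degrees C, surviving cell ATP is quantified by CellTiter-Glo luminescence and responses normalized and curve-fitted.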
HT1080 IDH1KD tx – kills HT-1080 cells with IDH1 knockdown | Potency, µM (doses to about 46.1 µM), inactives show at the highest dose activity, negative = toxicity, most hits filed as cytotoxic | 360,000 compounds, 2% hits | HT-1080 IDH1 knockdown viability, ATP luminescence, 48 h;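 also: potency is read from the fitted curve at half-maximal effect; 0% = DMSO wells and -100% = cell-free medium wells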
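Viability of IDH1-knockdown HT-1080 fibrosarcoma cells was assessed by CellTiter-Glo after 48 h at 37 °C with titrated compound; concentration-effect curves were classified by fit quality and response size.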
IL1B secr inh – blocks inflammasome-driven IL-1 beta release; THP-1 LPS/ATP IL-1B secretion, AlphaLISA, 16 h; stronger effect = lower value; activity change, % at 57.5 µM; 360,000 compounds, 4.7% hits; AID 743279; in the data active = activity change below about -50%; inconclusive = mostly about -30% to -49%; also: % is scaled to controls: 0 for no effect and ±100 for the full control effect
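Secreted IL-1B measured by AlphaLISA bead assay after 16 h compound exposure of THP-1 cells; compounds (final up to 57.5 uM) added 1 h before LPS (250 ng/mL) and ATP (1.25 mM) stimulation; lower signal means less secretion.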
SW480 rereplic – inducers of DNA re-replication in SW480 colon cancer cells | SW480 DNA re-replication, Hoechst DNA content imaging, 48 h | Potency, µM (doses to about 46.1 µM), for the others: top-dose re-replication activation, most hits filed as activators | 340,000 compounds, 1.8% hits | AID 624297; also: potency is read from the fitted curve at half-maximal effect; % of control where 0% means no effect; nearly all actives have a fitted effect of over 55% in size
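Image-based read-out: total Hoechst fluorescence of nuclei (405 nm excitation, 500-530 nm emission), with hits raising the fraction of high-intensity nuclei. SW480 colon cells incubated 48 hr with compounds at 37 C.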
GLP1R cytotox – cytotoxicity counter-screen for GLP-1 receptor inverse agonists. HEK293 cAMP-luciferase reporter cells, luminescence, 24 h. Potency, µM (doses to about 38.3 µM), for inactives: top-dose activity change, negative = inhibition, most hits filed as inhibitors. 410,000 compounds, 0.13% hits. AID 624418;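 also: loss of luciferase light is scored as toxicity; potency is read from the fitted curve at half-maximal effect; % is scaled to controls: 0 for no effect and ±100 for the full control effect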
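MLSMR compounds, 24 hr on cells at 37 deg C/5% CO2; luminescence after luciferase reagent (12 min RT). Inhibition counted as the undesired cytotoxic outcome.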
* marks the source's active call; other numbers are inactive results; ? = inconclusive; nt = not tested or not shown; & = joins results of further samples. Unless noted, calls follow the shape of the dose curve; as a rule, active = well fitted curve in the direction sought with a large enough effect; inconclusive = small, poorly fitted or top-dose-only effect, or another doubt; inactive = no such curve, though single readings can be large; an effect the other way counts as inactive or inconclusive.

| mol | KB-3-1 tox | D3 ag | HT1080NT lethal | MCF10A rereplic | KB-V1 MDR tox | HT1080 IDH1KD tx | IL1B secr inh | SW480 rereplic | GLP1R cytotox |
| --- | --- | --- | --- | --- | --- | --- | --- | --- | --- |
| O=C(Cc1ccc(-n2cccc2)cc1)NC1CCCCC1 | 0% | 0 | 7% | -1% | -6% | 4% | -2 | -6% | -8% |
| CC(C)c1nnc(NC(=O)C2CCCN2C(=O)Nc2ccccc2)s1 (stereo not drawn) | 0% | -3 | 4% | -6% | 0% | 3% | 25 | -10% | 9% |
| CCCc1cc(=O)n2[nH]c(NC(=O)c3ccccc3Cl)nc2n1 | 1% | -22 | nt | nt | 4% | nt | nt | nt | -5% |
| CN(C)CCNC(=O)c1ccccc1 | 3% | 0 | 0% | -4% | 9% | 1% | 15 | -9% | 3% |
| CC(C)CCNC1=CC(=O)CC(c2ccccc2)C1 (stereo not drawn) | ? | -7 | ? | ? | -86% | ? | 8 | 18µM* | -12% |
| COc1ccccc1-n1cccc1C=O | 1% | 0 | -3% | 3% | 7% | 10% | 9 | -23% | 0% |
| COc1ccc(-c2nc3ncccc3o2)cc1NC(=O)c1ccco1 | 19% | 1 | 10% | 18% | -4% | 9% | -12 | 17% | 8% |
| NC(=O)c1nc(Nc2ccccc2)sc1NC(=O)c1c(F)cccc1F | -4% | 0 | nt | nt | 25% | nt | nt | nt | 26% |
| COc1cc2c(c(OC)c1OC)-c1ccc(OC)c(=O)cc1C(NC(=O)c1ccccc1)CC2 (stereo not drawn) | 0.0092µM* | -4 | 0.073µM* | ? | ? | 0.021µM* | 10 | 0.021µM* | ? |
| CCCN(C(=O)CCOc1ccc(C(C)(C)C)cc1)c1c(N)n(Cc2ccccc2)c(=O)[nH]c1=O | -9% | 10 | -3% | 14% | -2% | -28% | -11 | -5% | 2% |
| CCc1cccc(CC)c1NC(=S)NCc1nc2ccccc2[nH]1 | -2% | -4 | -14% | -1% | ? | -9% | -8 | 16% | 5% |
| Cc1cccc(N2CC(C(=O)Nc3ccc4c(c3)OCCO4)CC2=O)c1C (stereo not drawn) | -1% | -13 | -1% | -4% | 3% | 18% | -6 | -5% | 10% |
| COCc1[nH]c(=S)c(C#N)cc1C(=O)OC | 8% | 11 | 3% | ? | 4% | 0% | -3 | 9% | -23% |
| COc1ccc(NC(=O)CN(C)C(=O)CCCc2nc3ccccc3c(=O)[nH]2)cc1 | 0% | 1 | -3% | 1% | 1% | -1% | 18 | -15% | -2% |
| O=S(=O)(NCCS(=O)(=O)N1CCN(c2ccc(F)cc2)CC1)c1ccccc1 | -8% | 1 | -2% | nt | -15% | -2% | -6 | nt | -9% |
| CC1=CC(C)(C)N2C(=O)C3(SCC(=O)N3c3ccc(F)cc3)c3cc(C)cc1c32 (stereo not drawn) | ? | -22 | -16% | 8% | 16µM* | -4% | -16 | 13% | 1% |
| COc1ccc(Cl)cc1N=Cc1c(O)c2ccccc2oc1=O | -2% | -6 | -13% | 8% | -1% | -13% | 6 | 0% | -1% |
| N#Cc1cn(Cc2ccccc2)c(=O)[nH]c1=O | 4% | 2 | -1% | -1% | -5% | 6% | 1 | 8% | 0% |
| COC(=O)NNS(=O)(=O)c1ccc(C)cc1 | 12% | 8 | 4% | 0% | 15% | 18% | 5 | 26µM* | -3% |
| CCOC(=O)C1CCCN(C/C=C/c2ccccc2[N+](=O)[O-])C1 (stereo not drawn) | 15% | -30 | -1% | 2% | ? | -8% | 54 | 0% | -11% |
| O=C(O)CCCNC(=O)Nc1ccccc1 | 8% | 23 | 4% | -11% | -14% | -1% | -4 | 8% | -21% |
| O=C(Nc1cccc(O)c1)c1ccc2c(c1)C(=O)N(Cc1ccco1)C2=O | -2% | 2 | 1% | 1% | -2% | 1% | -7 | -5% | 7% |
| Cc1ccc(-n2cc(-c3ccccc3)nc2S(=O)(=O)CC(=O)Nc2ccc(F)cc2)cc1 | ? | -12 | nt | nt | ? | nt | nt | nt | -14% |
| COCC(=O)OCC(=O)Nc1cc([N+](=O)[O-])ccc1Cl | 4% | -2 | 9% | -4% | 0% | 12% | 11 | -7% | -4% |
| Brc1ccccc1-n1nnc(-c2cccnc2)n1 | 18% | 0 | 9% | 2% | -5% | 15% | 5 | -1% | 0% |
| COCCn1cc(C(=O)N2CCCC(C)C2)c2c3ccccc3n(C)c2c1=O (stereo not drawn) | 1% | 3 | -5% | -3% | -13% | -8% | -1 | -10% | -24% |
| O=C(Nc1ccc(N2CCN(C(=O)c3ccco3)CC2)c(Cl)c1)c1cccnc1 | 16% | 2 | 4% | -1% | -27% | -3% | -67* | 0% | 7% |
| Cc1nn2c(=O)cc(COC(=O)c3cccs3)nc2s1 | 10% | 5 | nt | nt | 0% | nt | nt | nt | 3% |
| CCOc1ccccc1NC(=O)Cn1cc(C(=O)c2cccc(OC)c2)c(=O)c2ccc(C)nc21 | 3% | 2 | nt | nt | 5% | nt | nt | nt | 23% |
| COCCn1c(COc2ccc(OC)cc2)nc2ccccc21 | -8% | 0 | -5% | -1% | 8.2µM* | -6% | -11 | -2% | 18% |

(next part)
Short keys: A = KB-3-1 tox; B = D3 ag; C = HT1080NT lethal; D = MCF10A rereplic; E = KB-V1 MDR tox; F = HT1080 IDH1KD tx; G = IL1B secr inh; H = SW480 rereplic; I = GLP1R cytotox
COc1ccc(Cn2cc(CN3CC(N4CC=CC4)CS3(=O)=O)nn2)cc1 (stereo not drawn)
  A = 15% | B = 6 | C = 14% | D = nt | E = 0% | F = 4% | G = -10 | H = nt | I = 0%

COc1ccc(-c2nc(Cn3c(=O)cc(C)c4c(C)nn(-c5ccccc5)c43)c(C)o2)c(OC)c1
  A = -2% | B = 1 | C = nt | D = nt | E = 23% | F = nt | G = nt | H = nt | I = 2%

O=C(COC(=O)c1ccco1)Nc1ccc(N2CCOCC2)cc1
  A = 2% | B = 1 | C = 9% | D = 7% | E = -15% | F = -4% | G = -5 | H = -23% | I = 4%

CC(/C=N\NC(=O)Cn1c(C)nc2ccccc21)=C\c1ccccc1
  A = 18µM* | B = -6 | C = 8.2µM* | D = 15% | E = ? | F = 21µM* | G = -3 | H = -1% | I = 7%

COC(=O)/C=C1/C(=O)N/C(=N\c2nc(C)cc(C)n2)N1c1ccc(OC)cc1
  A = 9% | B = 5 | C = 20% | D = 0% | E = 2% | F = 7% | G = 0 | H = -1% | I = 6%

O=c1cc(-c2ccccc2[N+](=O)[O-])oc2ccccc12
  A = 5% | B = -7 | C = ? | D = 5.2µM* | E = 15µM* | F = 12µM* | G = 43 | H = ? | I = -2%

O=C(Nc1nccs1)C1CCN(S(=O)(=O)c2c(Cl)cccc2Cl)CC1
  A = -29% | B = -2 | C = -14% | D = ? | E = ? | F = -18% | G = -10 | H = 0% | I = ?

O=C(CN1C(=O)c2ccccc2C1=O)Nc1ccc(S(=O)(=O)NCC2CCCO2)cc1 (stereo not drawn)
  A = 15% | B = 6 | C = 10% | D = 7% | E = 2% | F = 0% | G = 3 | H = -1% | I = -17%

CCc1c(C(=O)N/N=C/c2ccco2)nnn1-c1nonc1N
  A = 14% | B = -10 | C = 14% | D = -3% | E = -3% | F = 16% | G = -2 | H = -12% | I = -1%

O=C1CCCN=C(Nc2ccc(F)c(Cl)c2)S1
  A = -8% | B = 9 | C = 18% | D = 6% | E = 3% | F = 14% | G = -10 | H = ? | I = 19%

Cc1cc(C)c(C(=O)COC(=O)Cn2cnnn2)cc1C
  A = -8% | B = -4 | C = -3% | D = 2% | E = -6% | F = -2% | G = 2 | H = -3% | I = 12%

COc1ccccc1NC(=O)Nc1nc(CC(=O)N2CCN(c3ccccc3OC)CC2)cs1
  A = -7% | B = 1 | C = -6% | D = ? | E = ? | F = -14% | G = -56* | H = -2% | I = ?

COc1cc(Nc2ccccn2)cc(C(=O)Nc2cccc(C(F)(F)F)c2)c1
  A = ? | B = 2&-22 | C = ? | D = ? | E = ? | F = ? | G = -5&-24 | H = 7% | I = ?

Cc1nn(C)cc1CN(C)C(=O)CCc1nnc(CCC2CCCCC2)o1
  A = ? | B = 2 | C = -5% | D = 1% | E = -9% | F = -1% | G = 5 | H = 1% | I = 5%

C=CCNC(=O)NC(=O)c1csc([N+](=O)[O-])c1
  A = 11% | B = -37 | C = 11% | D = -6% | E = 27% | F = 12% | G = -3 | H = -6% | I = 11%

Cc1cc(Br)cc(C)c1NC(=O)c1ccc(C#N)cc1F
  A = -1% | B = -2 | C = ? | D = ? | E = -8% | F = -14% | G = 14 | H = 1% | I = -8%

In the list so far, 6 have an NH in an aromatic ring:
Short keys: A = KB-3-1 tox; B = D3 ag; C = HT1080NT lethal; D = MCF10A rereplic; E = KB-V1 MDR tox; F = HT1080 IDH1KD tx; G = IL1B secr inh; H = SW480 rereplic; I = GLP1R cytotox
CCCc1cc(=O)n2[nH]c(NC(=O)c3ccccc3Cl)nc2n1
  A = 1% | B = -22 | C = nt | D = nt | E = 4% | F = nt | G = nt | H = nt | I = -5%

CCCN(C(=O)CCOc1ccc(C(C)(C)C)cc1)c1c(N)n(Cc2ccccc2)c(=O)[nH]c1=O
  A = -9% | B = 10 | C = -3% | D = 14% | E = -2% | F = -28% | G = -11 | H = -5% | I = 2%

CCc1cccc(CC)c1NC(=S)NCc1nc2ccccc2[nH]1
  A = -2% | B = -4 | C = -14% | D = -1% | E = ? | F = -9% | G = -8 | H = 16% | I = 5%

COCc1[nH]c(=S)c(C#N)cc1C(=O)OC
  A = 8% | B = 11 | C = 3% | D = ? | E = 4% | F = 0% | G = -3 | H = 9% | I = -23%

COc1ccc(NC(=O)CN(C)C(=O)CCCc2nc3ccccc3c(=O)[nH]2)cc1
  A = 0% | B = 1 | C = -3% | D = 1% | E = 1% | F = -1% | G = 18 | H = -15% | I = -2%

N#Cc1cn(Cc2ccccc2)c(=O)[nH]c1=O
  A = 4% | B = 2 | C = -1% | D = -1% | E = -5% | F = 6% | G = 1 | H = 8% | I = 0%

An unsorted share of the library. About 11% of those tested had a hit in this group.
